KDM5B inhibitor – KDM5B demethylase inhibition. Q9UGL1. KDM5B demethylase, FDH-coupled NADH fluorescence (FDH is formaldehyde dehydrogenase). Potency, µM (top dose mostly 57.7 µM), without a hit: at the top dose activity change, negative = inhibition, most hits filed as inhibitors. 220,000 compounds, 2.6% hits; active = well fitted inhibition curve with a large enough effect; inconclusive = small, poorly fitted or top-dose-only effect; inactive = no such curve, though single readings can be large or run the other way; also: 0% is about no effect; nearly all actives have a fitted effect of over 70% in size
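Measured: NADH fluorescence change, 30 min, RT. System: KDM5BΔAP 200 nM final, H3K4me3 peptide, α-KG, Fe(II), ascorbate, NAD⁺ plus FDH, pH 7.5 HEPES. Compounds: titrated, 10 min pre-incubation with enzyme.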
Starred values were filed as active, the others as inactive; u = inconclusive; & = joins results of further samples; [ ] = remark or other dose. Potency is read from the fitted curve at half-maximal effect. A portion of the library, so the mix of outcomes need not match the whole.

SMILES,KDM5B inhibitor
CCC(C)(C)C(=O)N1CCC(C(=O)Nc2cc(C)ccn2)CC1,4%
CCOc1ccc(CCNC(=O)c2ccc(CS(=O)(=O)c3ccccc3C)o2)cc1OCC,u
CCCCc1cc(=O)oc2c(C)c3c(cc12)C=CC1(CCCCC1)O3,11%
COc1cccc(Nc2c(-c3ccc(O)c(OC)c3)nc3ccc(Cl)cn23)c1,u
O=C(Nc1nnc(-c2ccc(Cl)cc2)o1)C1CCN(S(=O)(=O)c2cc(F)ccc2F)CC1,15%
Cc1ccc(Cn2c(C3CCN(C(=O)c4cccc(Cl)c4)CC3)n[nH]c2=O)cc1,2%
CCN(C)CC12CC3CC(CC(C3)C1)C2,-2%
CCS(=O)(=O)N1CCC2(CCC2OC)CC1 (stereo not given),2%
CCCCNc1ccc2nncn2n1,41%
COc1ccc(C(CNC(=O)c2c(C)nn(Cc3ccccc3)c2Cl)N2CCOCC2)cc1 (stereo not given),21%
O=C(Nc1cccc(C(F)(F)F)c1)c1cccc(NC(=O)c2ccc[n+]([O-])c2)c1,19%
Cc1ccc(C)c(NC(=O)Cn2c(-c3cccc(Cl)c3)nc(C)c(CCO)c2=O)c1,10%
Fc1ccc(-c2ccc3ncc(Nc4ncccn4)n3n2)cc1,-15%[86.2 µM]
Cc1ccc(NC(=O)C2Cc3ccc(C)cc3S2)cc1 (stereo not given),-12%
O=C(NCCC1CCN(C(=O)Nc2cccc(F)c2)CC1)c1cccs1,15%
COc1ccc(CN2CCC3(CC2)C(=O)NCN3Cc2ccc(Cl)cc2)cc1,25%
COc1ccccc1Cn1c(CNS(=O)(=O)c2ccc(CC(C)C)cc2)nc2cccnc21,u
COc1ccc(S(=O)(=O)NC2CCN(C(=O)Nc3ccc(Br)cc3F)CC2)cc1,12%
CNC(=O)c1cc(S(=O)(=O)N2CCn3nc(CO)cc3C2)cs1,20%
Cc1ccc(C(=O)N2C[C@@H](Oc3cccnc3)C[C@H]2C(=O)N2CCCC2)s1,22%

An excerpt taken from the entries so far:
SMILES,KDM5B inhibitor
COc1ccc(S(=O)(=O)NC2CCN(C(=O)Nc3ccc(Br)cc3F)CC2)cc1,12%
CNC(=O)c1cc(S(=O)(=O)N2CCn3nc(CO)cc3C2)cs1,20%
Cc1ccc(C(=O)N2C[C@@H](Oc3cccnc3)C[C@H]2C(=O)N2CCCC2)s1,22%

New compounds follow
SMILES,KDM5B inhibitor
COc1ccccc1C(=O)N1CCN(Cc2cc(=O)oc3cc(C)ccc23)CC1,-5%
Cc1noc(C)c1COc1ccc(C(=O)N2CCC(C(N)=O)CC2)cc1,17%
CC(=O)N(c1cccc(Cl)c1)c1nc(COC(=O)C=C(C)C)cs1,-10%
Cc1ccc(OCc2nnc(NC(=O)NCCc3cnc[nH]3)s2)cc1,u
COCCNC(=O)c1cc(-c2ccc(OC)cc2)nc2onc(C3CCNC3)c12 (stereo not given),79µM*
CC(C)C(C(=O)Nc1ccc(F)c(F)c1F)c1ccc(Cl)cc1 (stereo not given),2%
Cc1cccc(CC(=O)NC2CCN(c3cc(-c4cccs4)[nH]n3)C2)c1 (stereo not given),u
Cc1ccccc1CN1C(=O)C(O)(CC(=O)c2ccccc2)c2cc(Cl)ccc21 (stereo not given),-21%
COc1ccc(C(C)(C)C)cc1NC(=O)c1ccc(NC(=O)CC#N)cc1,3%
COc1ccc(OC)c(C(=O)COC(=O)COc2cccc(Cl)c2)c1,u
CN(C)c1ccc(NC(=O)c2ccc3c(c2)N(C)C2CCCCN2C3=O)cc1 (stereo not given),-4%
Cc1cccc(OCCc2noc(C3CN(C(=O)CCC4CCCC4)C3)n2)c1,1%
CCOC(=O)Cc1nnc(SC(C)C(=O)Nc2cc(Cl)ccc2C)n1C (stereo not given),25%
C/C=C/Cn1c(SCCc2ccccc2)nc2c1c(=O)[nH]c(=O)n2C,10%
CC(=O)Nc1ccc(NC(=O)CSC2=C(C#N)C(c3ccccc3F)CC(=O)N2)cc1 (stereo not given),6%
CCCC(=O)Nc1ccc(S(=O)(=O)NCCn2nc(-c3ccc(F)cc3)ccc2=O)cc1,-4%
Cc1cccc(C)c1NC(=O)N1CCC(C(N)=O)(N2CCCCC2)CC1,-10%
Cc1cn(CCNC(=O)c2cn(C3CCC(N)CC3)nn2)nn1 (stereo not given),11%
CC(C)NC(=O)C1CCCN(S(=O)(=O)c2ccc3c(ccn3C)c2)C1 (stereo not given),-3%
COc1ccc(CN(C(=O)c2cc(=O)c3ccccc3o2)C2CCS(=O)(=O)C2)cc1OC (stereo not given),18%&12%
CC(=O)Nc1ccc(NC(=O)CSc2nc3ccccc3nc2N2CCOCC2)cc1,11%
CN1[C@@H](CCC(=O)N2CCOCC2)CNC(=O)[C@@H]2[C@H]1CCN2Cc1ccc(S(C)(=O)=O)cc1,u
CC(C)c1noc(-c2ccn3c(CNC(=O)c4ccc5ccccc5n4)nnc3c2)n1,u
Cc1cccc(OCc2nc(CC(=O)Nc3ccc(C)c(C)c3)cs2)c1,-4%
O=C(NC1CCCc2ccccc21)c1cc(-c2ccncc2)nc2ccc(Cl)cc12 (stereo not given),5%
CSCCC(=O)NCc1ccccc1F,-1%
O=C1NC(C(=O)N2CCN(Cc3ccccc3)CC2)CN1Cc1ccccc1 (stereo not given),7%
C[C@H](N)C(=O)OCc1ccc([N+](=O)[O-])cc1,3%
COCc1ccc(C(=O)N[C@@H]2COCC[C@@H]2OCc2c(C)noc2C)o1,26%
O=S(=O)(c1cc(Br)c(Br)s1)N1CCN(c2ccccc2)CC1,4%
O=S(=O)(NCc1ccccc1)N1CCCC1c1nc(-c2ccncc2)no1 (stereo not given),32%
COc1ccccc1CNC(=O)COC(=O)CCC(=O)c1cccs1,10%
O=C(Cc1ccc(F)cc1)N1CCCC(c2nn(-c3ccc(Cl)cc3)c(=O)[nH]2)C1 (stereo not given),-6%
CCCn1c2ccccc2c2cnn(CC(=O)NCCc3cc(OC)ccc3OC)c(=O)c21,u
CN(C)CCNc1oc(-c2ccccc2F)nc1C#N,u
Cn1nccc1OCc1cn2c(=O)n(C)cc(-c3ccc(O)c(F)c3)c2n1,u
CN(CC1CCOC1)S(=O)(=O)c1ccc(F)cc1 (stereo not given),-1%
CCOC(=O)c1[nH]c(C)c(C(=O)Nc2ccc(C)c(F)c2)c1C,15%
COc1ccccc1NC(=O)c1ccc2c(c1)N(CC(=O)NC(C)C)C(=O)C(C)(C)O2,10%
COc1ccccc1-c1ccc(CN2C3CCC2CN(C(=O)c2ccncc2)C3)cc1,-7%[115 µM]
COC(=O)c1ccc(-c2csc(NC(=O)C3=COCCO3)n2)cc1,15%
CCSc1ccc(N)cc1,-30%
O=C(CN1C(=O)NC2(CCCCC2)C1=O)NCc1ccccc1F,19%
CN1CCNC(=O)C1CC(=O)O (stereo not given),-12%
CCOC(=O)NC(C(=O)NCc1ccc(C(N)=O)cc1)C(C)C (stereo not given),-12%
COc1cc(NC(=O)Nc2cccc(Cl)c2)c(C(=O)O)cc1OC,u
Cc1ccccc1CN1c2ccccc2-c2nc(SCC(=O)NCc3ccccc3)ncc2S1(=O)=O,u
COc1ccc(-c2cc(N3CCCN(C(=O)C4CCCC4)CC3)n[nH]2)cc1,u
CCOC(=O)Cc1csc(NC(=O)Cn2nc3c(cc2=O)CCCC3)n1,-7%
COc1cc(/C=N/O)cc(Br)c1O,-11%
CCCCOc1ccc(C(=O)Nc2cccc3cccnc23)cc1,16%
CNC(=O)[C@@H]1C[C@@H](O)CN1C1CCN(C(=O)c2nn(C)c3ccccc23)CC1,-20%
FC(F)(F)c1cnc(N2CCc3sccc3C2)c(Cl)c1,u
Cc1ccc(OCC(=O)Nc2nnc(SCc3cc(=O)n4cc(C)ccc4n3)s2)cc1,-14%
CCOC(=O)C1=C(N)Oc2cc(O)ccc2C1c1ccccc1Cl (stereo not given),-4%
CSCc1cccc(C(=O)O)c1,5%
FC(F)(F)c1nc(SCc2ccccc2)n[nH]1,32%
CCOc1ccc2oc(=O)cc(CN3CCN(c4cc(C)ccc4C)CC3)c2c1,u
CCCCNC(=O)Cn1nc2n(c1=O)CCN(Cc1cccc(Cl)c1)C2=O,-8%
CCOC(=O)c1nc2ccccc2nc1N1CCN(c2ccccc2F)CC1,5%

Brought forward from above: two entries, then new ones.
SMILES,KDM5B inhibitor
CCCCNC(=O)Cn1nc2n(c1=O)CCN(Cc1cccc(Cl)c1)C2=O,-8%
CCOC(=O)c1nc2ccccc2nc1N1CCN(c2ccccc2F)CC1,5%
CCC(c1ccccn1)N(C)C(=O)c1cc(COc2ccccc2)[nH]n1 (stereo not given),-12%
O=C(CCc1ncc(-c2ccccc2)o1)Nc1ccc(Cl)cc1F,10%
COc1cc(/C=C(\C#N)C(=O)Nc2ccc(C)cc2)ccc1OCc1cc(=O)n2nc(C)sc2n1,-19%
O=C1Cc2c(-c3ccc(Oc4ccccc4)cc3)n[nH]c2CN1Cc1ccccc1F,8%[86.2 µM]
CCn1nccc1C(=O)N1CCCN(S(=O)(=O)c2ccccc2)CCC(=O)NCC1,-9%
CN(Cc1nnc(-c2ccc(Br)s2)o1)C1CCCC1,-4%
CC1=C(C(=O)OCc2ccc(C)cc2)C(c2cccc(F)c2F)CC(=O)N1 (stereo not given),-4%
Cc1cc(NS(=O)(=O)c2ccc3oc(=O)c4ncn(C)c4c3c2)ccc1Br,-7%
Cc1cn2c(=O)cc(COC(=O)c3cccc(NC(=O)COc4ccccc4C)c3)nc2s1,-23%
COc1ccccc1NC(=O)Cc1nn(C)c(=O)c2ccccc12,13%
CC(=O)Nc1cc(O)cc(O)c1,-2%
Cc1ccc(NC(=O)CSc2nc3ccccc3nc2Cc2ccccc2F)cc1F,-23%
COC(=O)c1sccc1S(=O)(=O)N(CC(=O)Nc1c(C)cccc1C)c1ccc(C)c(C)c1,4%
CSCC(=O)N[C@H]1CCN2C(=O)c3cc(-c4cccc(C(F)(F)F)c4)ccc3NC(=O)[C@H]12,-12%
CC(=O)N1CCC(c2c[nH]c3ccccc23)CC1,19%
O=C(c1cc(-c2ccccc2)n[nH]1)N1CCN(c2ncccn2)CC1,-22%
NC(=O)[C@H](Cc1cccs1)NC(=O)[C@@]1(O)C[C@@H](O)[C@H](O)[C@@H](NC(=O)CC2(CC(=O)O)CCCC2)C1,12%
CN(Cc1ccco1)C(=O)c1cccc(S(=O)(=O)N2CCCCC2)c1,14%
CC(NC(=O)Cc1cccn1-c1cccc(Cl)c1)c1ccccn1 (stereo not given),-10%
NCCSC12CC3CC(CC(C3)C1)C2,-11%

Of the compounds above, four have a CF3 group.
SMILES,KDM5B inhibitor
O=C(Nc1cccc(C(F)(F)F)c1)c1cccc(NC(=O)c2ccc[n+]([O-])c2)c1,19%
FC(F)(F)c1cnc(N2CCc3sccc3C2)c(Cl)c1,u
FC(F)(F)c1nc(SCc2ccccc2)n[nH]1,32%
CSCC(=O)N[C@H]1CCN2C(=O)c3cc(-c4cccc(C(F)(F)F)c4)ccc3NC(=O)[C@H]12,-12%

(cont.)
SMILES,KDM5B inhibitor
Cc1cc(=O)n2nc(N(C)Cc3ccc4c(c3)OCO4)sc2n1,-17%
Cc1ccc(C(=O)N2CCC3(CC2)N=C(c2ccccc2)NO3)s1,u
CCOc1ccc(C(=O)CC2(O)C(=O)Nc3ccc(C)cc32)cc1 (stereo not given),2%
COC(=O)c1c(NC(=O)c2cc(=O)c3c(C)cc(C)cc3o2)sc2c1CCCC2,12%
O=C(NC[C@H]1COCc2nc3ccccc3n21)c1cnccn1,-14%[86.2 µM]
Cc1cccc(S(=O)Cc2ccc(C(=O)NC3CCCCCC3)o2)c1 (stereo not given),-1%
COCCOC1CCOC2(CCN(C(=O)CCc3ccccc3)CC2)C1 (stereo not given),-8%
O=C1Nc2ccc(-c3ccsc3)cc2C(=O)N2CC[C@H](NS(=O)(=O)c3cccs3)[C@@H]12,-29%
CCc1nnc(NC(=O)c2ccc(Br)c(S(=O)(=O)N3CCOCC3)c2)s1,-18%
O=C(CN1CCCc2c(F)cc(F)cc21)Nc1cccc2nsnc12,u
Clc1ccc(-c2ccc(CNc3ncn[nH]3)o2)c(Cl)c1,9%
COCCN1CCCCCC(O)c2cc(C(=O)NCc3ccc(N4CCC(C)CC4)cc3)ccc21 (stereo not given),u
COCC(=O)N1CCCC(c2nn(-c3ccc(F)cc3)c(=O)[nH]2)C1 (stereo not given),1%[86.2 µM]
Cc1cccc2c(C(=O)N3CCCCC3)cc(-c3ccccc3)nc12,-19%
COCCOC1CN(C2CCN(C(=O)Nc3ccccc3F)CC2)C12CCCCC2 (stereo not given),-4%
CSc1ccc(C2c3c(oc4ccc(F)cc4c3=O)C(=O)N2c2ccc(C)cn2)cc1 (stereo not given),4%
COc1cc(-c2nc(Cn3nnc(C(=O)Nc4cccc(Cl)c4)c3C)c(C)o2)cc(OC)c1OC,-23%
CC(CNC(=O)COCc1nnc(C(=O)Nc2cccc(Cl)c2)s1)c1ccccc1 (stereo not given),7%
CC(C)c1ccc(CN2CC(CN[S+](=O)([O-])c3ccccc3)C3(C2)CN(c2ccccc2)C3)cc1 (stereo not given),u
CC1CCN(C(=O)Cn2c(=O)n(CC3CCC(C(=O)NC(C)C)CC3)c(=O)c3sccc32)CC1 (stereo not given),12%
Cc1cccc(NC(=O)COc2ncnc3ccc(Br)cc23)c1,-11%

Source: PubChem
